phage Ecoli inh: E. coli growth loss with phage present; growth absorbance; inhibition, % at 11.9 µM; hit rate 0.26% among 360,000; in the data active = inhibition above about 11%
Active calls of the source: *.

mol	phage Ecoli inh
COc1ccc(C(=O)N2CCCC(c3cc(C(=O)NCc4ccccc4)no3)C2)cc1 (stereo not drawn)	2.5
COc1ccc(C(O)c2nc(-c3ccc(F)cc3OC)cs2)cc1 (stereo not drawn)	-0.9
COc1ccc(-c2csc(C(O)(c3ccccc3)C(F)(F)F)n2)cn1 (stereo not drawn)	4.0
CC(=O)NC1CCCCN(C)C1=O (stereo not drawn)	2.6
CCCCN(C=O)c1c(CC)nc2ccc(C(=O)NCCOc3ccc(OC)cc3)cn12	2.3
O=C(C(=O)N1CCC(Cc2ccccc2)CC1)c1cccc(Br)c1	4.4
CC[C@H](NC(=O)[C@@H](Cc1ccccc1)NC(=O)[C@H]1O[C@@H](n2cnc3c(=O)[nH]c(N)nc32)[C@H](O)[C@@H]1O)c1ccccc1	2.5
Cn1c(=O)n(C)c2cc(CNC(=O)[C@H]3O[C@@H](n4ccc(=O)[nH]c4=O)[C@H](O)[C@@H]3O)ccc21	1.8
CCCNC(=O)C1(C)CCCN(C(=O)c2cc(F)cc(F)c2)C1 (stereo not drawn)	-0.8
COc1ccc(C(=O)c2[nH]c(N)c(C(=O)NCCc3c[nH]c4ccccc34)c2-c2ccccc2Br)cc1	1.4
CCOC(=O)C1(C)CCN1C(=O)c1ccc2ccccc2c1 (stereo not drawn)	1.2
COc1ccc(Cc2c(-c3ccc(C)cc3)nc3c(C)cc(Br)cn23)c(C)c1	-0.4
COc1ccc(N2c3ccccc3CN(Cc3ccccc3)[C@@H](C)[C@H]2Cc2ccc(-c3ccccc3)cc2)cc1	0.9
CC(C)Cc1ccc(-c2cc3nc(NCCOc4ccccc4)ccn3n2)cc1	-0.2
CNc1cnc(-c2ccc(O)c(OC)c2)cn1	3.0
COC(=O)C1(C(=O)OC)C[C@H](/C=C/c2ccccc2)N(Cc2ccccc2OC)[C@@H]1c1cccc(Br)c1	1.3
COc1ccc(C(O)c2nc(-c3cc(F)cc(Cl)c3)cs2)cc1 (stereo not drawn)	1.9
CC1(C(=O)NS(=O)(=O)c2cccc(Cl)c2)CCN1C(=O)Cc1ccsc1 (stereo not drawn)	1.4
CCCCNc1cccc2c1S(=O)(=O)N[C@@H](Cc1ccccc1)CO2	2.4
CC1(C(=O)NS(=O)(=O)c2cccc(Cl)c2)CCN1C(=O)CCc1ccc(Cl)cc1Cl (stereo not drawn)	3.6
CC(=O)Nc1ccc(CN2CCC2(C)C(=O)NC2CCN(Cc3ccccc3)CC2)cc1 (stereo not drawn)	1.1
Cc1ccccc1S(=O)(=O)NC(=O)C1(C)CCN1C(=O)CCc1ccccc1 (stereo not drawn)	3.4
CCCNC(=O)C[C@H]1CC[C@@H]2[C@H](COC[C@@H](O)CN2C(=O)c2ccccn2)O1	0.4
CC(C)NC(=O)C1(C)CCN1C(=O)c1ccccc1Oc1ccccc1 (stereo not drawn)	1.2
CCCCN(C=O)c1c(CC)nc2ccc(C(=O)N(C)Cc3ccco3)cn12	6.0

Continuation:
mol	phage Ecoli inh
COc1ccc(NC(=O)c2sc(=O)n(Cc3ccc(S(=O)(=O)N(C)C)cc3)c2C)cc1	3.2
CC[C@@H](NC(=O)[C@H](Cc1ccccc1)NC(=O)CC[C@H]1O[C@@H](n2ccc(=O)[nH]c2=O)[C@H](O)[C@@H]1O)c1ccccc1	1.7
CCNC(=O)C1(C)CCCN(C(=O)c2sccc2C)C1 (stereo not drawn)	1.5
COc1cccc(-c2cnc(C(O)c3ccc(SC)cc3)[nH]2)c1 (stereo not drawn)	4.0
COc1ccc(CN2C[C@@H](CO)O[C@@H](n3cnc4c(N(C)C)ncnc43)C2)cc1	1.9
C=C1[C@H](C)CN(S(=O)C(C)(C)C)[C@H]1CCO (stereo partly drawn)	2.8
CCC(CC)C(C(=O)NCc1ccccc1)N(C)Cc1ccc(Cl)c(Cl)c1 (stereo not drawn)	5.2
CN1CCN(C(=O)c2ccc(Cc3cn(C)c4ccccc34)nc2)CC1	2.0
COc1ccccc1-c1csc(C(O)c2cccc(Cl)c2)n1 (stereo not drawn)	4.5
CN1CCC(C)(C(=O)Nc2cccc3c2CCCC3)C1 (stereo not drawn)	3.5
CC1(C(=O)NS(=O)(=O)c2cccc(Cl)c2)CCN1C(=O)CC1CC1 (stereo not drawn)	1.7
CCCN(CCC)CCN1CCN(C(=O)[C@H](CCc2ccccc2)NC(=O)[C@H]2O[C@@H](n3cnc4c(N)ncnc43)[C@H](O)[C@@H]2O)CC1	2.2
Cc1cccc(C(=O)N2CCC(=O)N([C@H](COCc3ccc(Cl)cc3)Cc3ccccc3)CC2)c1	3.8
C=CCn1nc(C(=O)Nc2ccc(OC)cc2)cc1-c1sc(NC(=O)c2ccccc2)nc1C	1.1
COc1cccc(-c2cnc3c(NC=O)cc(-c4ccncc4)cn23)c1	-0.6
COC(=O)[C@@]12C[C@@H](CC(=O)N3CCOCC3)C(=O)N(CCc3ccc(OC)c(OC)c3)C1=CCC(C)(C)C2	0.8
Cc1cccc(C)c1NC(=O)C(c1ccccc1)N1CCN(C)CC1 (stereo not drawn)	0.9
C[C@H](CO)N1C[C@H](C)[C@H](CN(C)C(=O)C2CCCCC2)OCc2cnnn2CCCC1=O	0.9
CCOC(=O)C1CCCN(C(=O)c2cc(C(C)(C)C)nn2C)CC1 (stereo not drawn)	1.0
O=C(Nc1ccccc1Cl)c1cc(C2CCCN(C(=O)CCCc3ccccc3)C2)on1 (stereo not drawn)	0.2
COc1cc(CNc2ncnc3c2ncn3[C@H]2CN(Cc3cccc4ccccc34)C[C@@H](CO)O2)cc(OC)c1OC	0.8
COc1ccc(N2C(=O)c3n[nH]c(C)c3C2c2ccc(F)cc2)cc1 (stereo not drawn)	3.3
CCc1nc2ccc(C(=O)Nc3cccc(NS(C)(=O)=O)c3)cn2c1N(CC)Cc1cccc(Br)c1	-3.6
CC1=C(C(=O)N(C(C)C)C(C)C)CC(CC(=O)NCc2cccs2)C(=O)N1Cc1ccc(C(C)(C)C)cc1 (stereo not drawn)	2.4
Cn1ccc2c(N3CCOCC3)cc3c(c21)C1CCC3C1 (stereo not drawn)	4.5

Rewritten with each value named: four of the compounds above.
> COc1ccccc1-c1csc(C(O)c2cccc(Cl)c2)n1 (stereo not drawn)
  phage Ecoli inh: 4.5

> CN1CCC(C)(C(=O)Nc2cccc3c2CCCC3)C1 (stereo not drawn)
  phage Ecoli inh: 3.5

> CC1(C(=O)NS(=O)(=O)c2cccc(Cl)c2)CCN1C(=O)CC1CC1 (stereo not drawn)
  phage Ecoli inh: 1.7

> CCCN(CCC)CCN1CCN(C(=O)[C@H](CCc2ccccc2)NC(=O)[C@H]2O[C@@H](n3cnc4c(N)ncnc43)[C@H](O)[C@@H]2O)CC1
  phage Ecoli inh: 2.2

Arranged by length of the SMILES (low to high): part of the list above.
mol	phage Ecoli inh
CC1(C(=O)NS(=O)(=O)c2cccc(Cl)c2)CCN1C(=O)CC1CC1 (stereo not drawn)	1.7
CC1=C(C(=O)N(C(C)C)C(C)C)CC(CC(=O)NCc2cccs2)C(=O)N1Cc1ccc(C(C)(C)C)cc1 (stereo not drawn)	2.4
COC(=O)[C@@]12C[C@@H](CC(=O)N3CCOCC3)C(=O)N(CCc3ccc(OC)c(OC)c3)C1=CCC(C)(C)C2	0.8

Additional structures follow.
mol	phage Ecoli inh
Cc1ccc(S(=O)(=O)N2CCC(=O)N([C@H](COCc3ccc(Cl)c(Cl)c3)Cc3ccccc3)CC2)cc1	0.2
CC1(c2nnnn2Cc2ccccc2)CCC(=O)N1Cc1cccs1 (stereo not drawn)	2.4
CCCCN(C)C(=O)c1[nH]c(C(F)(F)F)nc1-c1ccccc1	1.7
CCCc1nc2c(C)cc(Br)cn2c1Cc1ccccc1	2.0
COC(=O)Cn1c(C(=O)N(C)C)cc2c1C[C@H]1CN(C(=O)c3ccccc3)[C@@](Cc3ccc(F)cc3)(C(=O)OC)[C@@H]21	1.4
CC(C)C[C@@H](CN1CCC[C@H]1CN1C(=O)C(=O)NC[C@@H]1Cc1ccc(O)cc1)N1C[C@H](Cc2ccccc2)N(CC2CCCCCC2)C(=O)C1=O	-1.7
CC1(C(=O)NC2CCN(Cc3ccccc3)CC2)CCN1CCc1ccccc1 (stereo not drawn)	2.2
O=C1NC[C@H](CCCCN2C[C@@H](Cc3ccccc3)N(CC3CCCCC3)C(=O)C2=O)N(CCC2CCCCC2)C1=O	2.0
CC(=O)Nc1ccc(CNc2nc3cc(-c4ccc(F)cc4)sc3c(=O)n2C)cc1	1.7
O=C1NC[C@H](Cc2ccc(O)cc2)N(C[C@@H]2CCCN2C[C@H](Cc2ccccc2)N2C[C@H](Cc3ccccc3)N(CC3CCCCC3)C(=O)C2=O)C1=O	0.1
CC(=O)NC(c1ccc(F)c(F)c1)c1nc(-c2ccc3c(c2)OCO3)cs1 (stereo not drawn)	0.1
CCCCCCCCN1C(=O)[C@H](CC(=O)NCc2cccc3ccccc23)C[C@@]2(C(=O)OCC)CCC=C12	0.8
CCCCNC(=O)C[C@H]1C[C@@]2(C(=O)OC)C(=C[C@H](COCc3ccccc3)O[C@@H]2C)N(CCC2=CCCCC2)C1=O	-0.7
N#Cc1ccc(OCCCN2CCC(C(O)(c3ccccc3)c3ccccc3)CC2)c(F)c1	0.6
CN(C)c1ccc(-c2ccnc3c2CC(C)(C(=O)Nc2ccc4c(c2)OCO4)O3)cc1 (stereo not drawn)	1.6
COc1cc(OC)nc(Nc2nc(C(N)Cc3ccc(C(F)(F)F)cc3)cs2)n1 (stereo not drawn)	3.9
CCc1cc2c(nc1CC)CCCN2S(=O)(=O)c1ccccc1	1.8
O=C(Cc1ccc(NC(=O)C2CCCN(C(=O)c3ccccc3)C2)cc1)Nc1cccc(C(=O)N2CCCCC2)c1 (stereo not drawn)	2.2
C=CCNc1ncnc2c1ncn2[C@H]1CN(Cc2ccccc2)C[C@@H](CO)O1	3.6
COc1ccc(S(=O)(=O)N2CCCCC2c2cc(C(=O)NCc3ccccc3)no2)cc1 (stereo not drawn)	-1.0
CSc1ccc(CN2CCC2(C)C(=O)NCc2ccccc2Br)cc1 (stereo not drawn)	2.5
COc1ccc(CC(N)c2csc(NC(=O)Nc3ccccc3Oc3ccccc3)n2)cc1 (stereo not drawn)	-2.8
COc1ccc2c(c1)c[n+](C)c1c3cc(OC)c(OC)cc3ccc21	0.2
COc1ccc(-n2nnnc2C(c2ccccc2)N2CCN(C/C=C/c3ccccc3)CC2)cc1 (stereo not drawn)	5.1
COc1cccc(CNC(=S)Nc2ccc3c(c2)c(=O)n(C)n3Cc2ccc(F)cc2)c1	0.2

Going on with the list:
mol	phage Ecoli inh
CCCOc1ccc(F)cc1-c1cc(C(=O)Nc2ccc(OC)c(OC)c2)[nH]n1	0.9
Nc1nc2c(ncn2[C@@H]2O[C@H](C(=O)NC3CCCCC3)[C@@H](O)[C@H]2O)c(=O)[nH]1	0.9
COc1ccc(C(=O)C(=O)N2CCN(c3ccc(C)cc3)CC2)cc1OC	2.1
O=C(NC1CCCCC1)C(CCc1ccccc1)n1c(=O)c(-c2ccccc2)nc2ccccc21 (stereo not drawn)	2.9
Cc1ccc(NC(=O)C2(C)CCN2CCc2ccccc2)cc1 (stereo not drawn)	3.3
CC1(C(=O)Nc2ccc3ccccc3c2)CCC(=O)N1C1CCN(Cc2ccccc2)CC1 (stereo not drawn)	1.6
O=C(NCc1cc(Cl)cc(Cl)c1)c1csc([C@@H]2O[C@H](CO)[C@H](O)[C@H](O)[C@H]2O)n1	3.1
COc1ccc(-c2oc3c(c2C#CCCCCO)C(OCCO)CC3)cc1 (stereo not drawn)	1.1
Cc1ccc2nc(-c3ccccn3)c(N)n2c1	5.5
Cc1ccccc1S(=O)(=O)NC(=O)C1(C)CCN1C(=O)Cc1ccccc1Cl (stereo not drawn)	2.9
CC1(C(=O)NS(=O)(=O)c2ccc(Cl)cc2)CCN1C(=O)Cc1ccc(-c2ccccc2)cc1 (stereo not drawn)	0.3
COC(=O)[C@]12CCCCC=C1N(Cc1ccccc1)C(=O)[C@H](CC(=O)NCCc1ccccc1OC)C2	2.8
COCCNC(=S)N(C)[C@H]1C[C@H]2c3[nH]c4c(-c5ccccc5)cccc4c3CCN2C[C@H]1[C@H](C)O	1.7
COC(=O)[C@]12C[C@H](CC(=O)NCc3cccc(C(F)(F)F)c3)C(=O)N(CCc3ccc(OC)c(OC)c3)C1=C[C@H](C(C)(C)C)O[C@@H]2C	3.8
Nc1nc2c(ncn2[C@@H]2O[C@H](C(=O)NCCCN3CCCC3=O)[C@@H](O)[C@H]2O)c(=O)[nH]1	3.0
CCCCCNC(=O)C(C1CC1)n1c(=O)c(-c2ccccc2)nc2ccccc21 (stereo not drawn)	2.9
O=C(O)C1CCCN1C(=O)c1cccc(Cl)c1 (stereo not drawn)	5.8
CC(=O)NCCNC(=O)C1(C)Cc2c(-c3cccc(C(N)=O)c3)ccnc2O1 (stereo not drawn)	3.6
COc1cc(F)ccc1-c1cc(C(=O)NCc2cccs2)[nH]n1	1.1
CCCNC(=O)C1(C)CCCN(Cc2cccc(Oc3ccccc3)c2)C1 (stereo not drawn)	1.1
CN(CCc1ccccc1)c1cc2c(c3c1ccn3C)C1CCC2C1 (stereo not drawn)	0.1
CC1(C(=O)Nc2ccc3[nH]ncc3c2)CCN1C(=O)CC(c1ccccc1)c1ccccc1 (stereo not drawn)	-0.8
CNc1cncc(-c2cccc(C(=O)NCCN(C)C)c2)n1	2.0
CCOC(=O)C1=CCC(c2cc3ccccc3[nH]2)NC1 (stereo not drawn)	1.5
COc1ccccc1-c1cnc(C(O)c2ccc(CN3CCCC3)cc2)[nH]1 (stereo not drawn)	3.6
Cc1ccc(S(=O)(=O)N2[C@H](c3ccccc3)CC(=O)[C@@H]3CN(S(=O)(=O)c4ccccc4C)[C@H](c4ccccc4)C[C@@H]32)cc1	1.7

Screening results (PubChem BioAssay)

These rows are one share of the data; the hit share may differ from the screen's.
